CASP6 VEID inh: human caspase-6 inhibitors, primary screen, biochemical, VEID-R110 fluorescence, single point, set 2 | P55212 | purified caspase-6, Z-VEID-R110 cleavage fluorescence | inhibition, % at 12.5 µM | 0.53% of 350,000 active | AID 686996, 2013;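 active = mean inhibition across replicates at least about 35%, with every replicate also reaching that limit, limit read from the data; inconclusive = only one of the two criteria met; inactive = neither criterion met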;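 also: 0% = median of neutral control wells and 100% = no fluorescence left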
Target sequence (P55212 24-179 limits assumed): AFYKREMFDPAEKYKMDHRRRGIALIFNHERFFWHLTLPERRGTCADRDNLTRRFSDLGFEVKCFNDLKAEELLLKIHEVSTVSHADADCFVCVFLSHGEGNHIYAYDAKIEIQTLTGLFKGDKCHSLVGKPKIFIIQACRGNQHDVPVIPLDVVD
Target sequence (P55212 194-293 limits assumed): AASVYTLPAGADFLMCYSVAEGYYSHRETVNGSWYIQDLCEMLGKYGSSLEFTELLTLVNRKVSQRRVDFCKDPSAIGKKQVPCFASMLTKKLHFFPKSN
FN deposition inh: inhibitors of fibronectin matrix deposition, primary screen, AH1F cells, Alexa488-fibronectin fluorescence, plate reader; AID 743247, 2014; inhibition, % at 12.6 µM; AH1F fibroblasts, overnight; 0.086% of 350,000 active;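 active = mean inhibition across replicates of 30% or more, regardless of how many single replicates reach that level; inconclusive = mean under 30% yet at least half of replicates reach 30%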;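 also: positive control wells lacked labelled fibronectin entirely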
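Assay system: AH1F fibroblasts assembling fluorescent fibronectin matrix; Amount: 10000 AH1F cells per well; Buffer or medium: DMEM, 2% serum; Probe or stimulus: Alexa488-fibronectin, 24 nM final in well; Doses: single compound dose, delivered by pin transfer; Incubation: 1 h adhesion, overnight exposure; Measured by: fluorescence 485/525 nm; Read-out: fibronectin deposition inhibition.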
PAX8 inh HTS: inhibitors of PAX8-driven TPO luciferase reporter, primary screen, RMG-I cells, single concentration; SteadyGlo, 24 h; inhibition, % at 12.6 µM; 1.2% of 360,000 active;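 active = mean replicate inhibition at least 60% with every replicate also reaching 60%; inconclusive = only one of the two criteria is met; inactive = mean below 60% and not all replicates reaching 60%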;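 also: luciferase light reporting Pax8 driven TPO promoter activity; plate controls were median of neutral control wells for no effect and mitoxantrone controls for full effect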
Cneo AK release: Cryptococcus neoformans cell lysis inducers, primary screen, AK release luminescence, single concentration; C. neoformans lysis, adenylate kinase release luminescence, 4 h; normalised: neutral wells 0, clomiphene wells 100; lysis activity, % at 15 µM; 0.2% of 360,000 active; AID 651654, 2012;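 active = mean lysis activity across replicates of at least 80%, whatever share of replicates individually reach that level; inactive = mean lysis activity below 80%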
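Assay system: log-phase C. neoformans yeast / Quantity: yeast cell density of 5 × 10^6 cells/mL / Medium: fresh YPD growth medium / Compound: single dose / Timing: static 4 h at 37 °C with compound, 1 h detection / Measured by: adenylate kinase release luminescence / Read-out: lysis from increased AK signal / Benchmarks: Clomiphene as positive lysis control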
EWS-Fli inh: EWS/Fli-driven NR0B1 reporter inhibitors, primary screen, A673 cells, NR0B1 luciferase, luminescence, MLPCN library; viability-normalised; inhibition, % at 12.6 µM; AID 651661, 2012; 0.67% of 350,000 active;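 active = mean inhibition of at least 50% after viability correction, with every replicate also passing that limit; inconclusive = mean reaches 50% but only one of two replicates passes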;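 also: firefly luciferase signal divided by Alamar Blue viability fluorescence both relative to DMSO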
PGC1a acetyl inh: inhibitors of PGC1a acetylation signal, primary screen, cell-based, U2OS, AlphaScreen, inhibitor mode. AlphaScreen anti-acetyl-lysine; with virally co-expressed GCN5 acetyltransferase. inhibition, % at 15.6 µM. 0.17% of 350,000 active;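 active = every replicate shows inhibition of at least 40%; inconclusive = mean inhibition at least 40% but some replicate below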;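 also: 0% = neutral control wells and 100% = positive control wells; some results beyond the cut were filed as inactive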
miR122 inh: miR-122 Renilla sensor signal increase in Huh7, primary screen, miR-122 inhibitor project, cell-based, single point, plate reader. Huh7 miR-122 Renilla luciferase sensor, 48 h; neutral wells = 0, positive control = 100. activation (reporter increase), % at 12.5 µM. 0.3% of 340,000 active. AID 602342, 2012;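 active = mean replicate activation score at least 90 and every replicate individually at or above 90; inconclusive = only one of the two criteria met; inactive = neither criterion met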;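 also: higher luciferase means less miR-122 activity so hits act as miR-122 inhibitors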
LGR2 inh: inhibitors of bursicon-induced LGR2 CRE-luciferase signal, primary screen, cell-based, HEK293, CRE-luciferase reporter, bursicon stimulation. Drosophila bursicon receptor LGR2 (rickets). bursicon-stimulated, 4 h. inhibition, % at 9.99 µM. 0.35% of 380,000 active;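 active = drop in luminescence signal, shown as inhibition above about 50% in the replicate tests, limit read from the data, passing the limit was not always enough; inconclusive = probably only some replicates passing the limit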;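 also: agonist challenge used bursicon conditioned medium at about half maximal strength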
An asterisk follows results filed as active; ? = inconclusive; / = not tested or not shown; [ ] = remark or other dose.

SMILES	CASP6 VEID inh	FN deposition inh	PAX8 inh HTS	Cneo AK release	EWS-Fli inh	PGC1a acetyl inh	miR122 inh	LGR2 inh
Cc1ccc(S(=O)(=O)Nc2ccc3c(c2)C(=O)N([C@@H](C)CO)C[C@H](C)[C@@H](CN(C)C(=O)Nc2ccc(F)cc2)OCCCC[C@@H](C)O3)cc1	-1.3	-9.4	41.3	-2.2	-4.5	-3.6	25.4[16.7 µM]	9.9
Cc1ccccc1-n1c(SCC(=O)NC(N)=O)nc2sc(-c3ccccc3)cc2c1=O	-3.8	-8.0	-0.8	/	-14.6	/	/	-7.6
O=C(N[C@@H]1CC[C@@H](CCNC(=O)C2CC2)O[C@H]1CO)c1ccncc1	0.2	/	/	0.8	1.7	8.5	/	-17.5
COc1ccc(C(=O)Nc2ccc3c(c2)C(=O)N(C)[C@H]2CC[C@@H](CC(=O)NCC4CC4)O[C@H]2CO3)cc1	0.8	-2.8	5.2	-7.7	-5.2	/	/	-3.9
CCOC(=O)CNC(=O)Cn1cnc2c(nnn2-c2cccc(OC)c2)c1=O	3.5	-6.9	12.4	-1.8	8.5	/	/	-5.0
COCCNc1oc(-c2ccccc2Cl)nc1C#N	-3.1	10.9	-11.9	-3.3	-22.8	-11.2	1.5	-31.1
CCCCn1c(N)c(N(C)C(=O)c2cc3c(F)cccc3s2)c(=O)[nH]c1=O	5.5	-4.2	-0.2	2.6	-0.6	-14.5	0.1	14.6
CCC(C)C(CO)NC(=O)/C=C/[C@H]1O[C@@H](n2cnc3c(NC(=O)c4ccccc4)ncnc32)[C@H](O)[C@@H]1O (some centres not stated)	2.1	-8.8	3.5	1.6	-2.6	13.0	-2.7	-4.3
N#C[C@H]1[C@@H](c2ccc(-c3ccncc3)cc2)[C@@H](CO)N1C(=O)C1CC1	0.7	-1.2	5.0	-1.9	-4.5	4.6	/	-11.4
COc1ccc(C(CNC(=O)COc2ccc(-c3ccccc3)cc2)N2CCOCC2)cc1 (configuration not stated)	1.5	6.5	-0.3	-6.6	7.5	-0.1	-7.3	-7.5
O=C(CNC(=O)c1ccc(Br)o1)NC1CCCCCC1	5.0	7.2	-33.8	0.4	-9.8	4.7	-0.8	-10.9
Cc1ccc(C(=O)NCC(=O)NCC(c2cccs2)N(C)C)cc1C (configuration not stated)	-38.0	-0.1	1.3	-0.5	-7.8	/	/	1.7
Cc1nnc(SCC(=O)N2CCCCCC2)n(N)c1=O	7.1	-13.4	-2.2	/	2.5	5.8	/	1.0
COc1cc(C2C(C(=O)c3ccco3)=C(O)C(=O)N2c2cc(C)on2)ccc1OCc1ccccc1 (configuration not stated)	-0.8	1.5	-13.2	/	/	/	/	-9.7
CCC(=O)N1C[C@H](O)COC[C@@H]2O[C@H](CC(=O)NC)CC[C@H]21	-2.4	4.7	-0.7	1.2	-3.6	5.2	-2.2[16.7 µM]	-2.7
COc1ccc(S(=O)(=O)Nc2ccc3c(c2)C(=O)N([C@H](C)CO)C[C@H](C)[C@@H](CN(C)S(C)(=O)=O)OCCCC[C@@H](C)O3)cc1	0.2	/	-6.4	-1.1	-3.1	-5.6	9.4[16.7 µM]	-10.3
Cn1c(=O)c2c(O)c([N+](=O)[O-])c(=O)n(C)c2n(C)c1=O	-4.7	6.8	8.8	0.9	-5.0	22.1	-2.3	/
Cc1ccc(NCC(=O)c2ccc(C)cc2)cc1	-1.2	-4.4	-86.2	2.2	-68.0	2.8	6.1	-68.4
CCc1c(C#N)c(SCCC(=O)Nc2ccc(C)cc2)nc2c1C(=O)CC(C)(C)C2	/	/	/	1.8	/	-38.4	-5.6	16.7
C1C2CC3C1C3C2=NN=C1C2CC3C(C2)C13	2.9	2.3	14.4	-1.0	-4.9	-9.2	-6.9	/

Compound profiles (already shown):
Results for COc1ccc(S(=O)(=O)Nc2ccc3c(c2)C(=O)N([C@H](C)CO)C[C@H](C)[C@@H](CN(C)S(C)(=O)=O)OCCCC[C@@H](C)O3)cc1 → CASP6 VEID inh: 0.2; FN deposition inh: /; PAX8 inh HTS: -6.4; Cneo AK release: -1.1; EWS-Fli inh: -3.1; PGC1a acetyl inh: -5.6; miR122 inh: 9.4[16.7 µM]; LGR2 inh: -10.3
Results for COc1cc(C2C(C(=O)c3ccco3)=C(O)C(=O)N2c2cc(C)on2)ccc1OCc1ccccc1 (configuration not stated) → CASP6 VEID inh: -0.8; FN deposition inh: 1.5; PAX8 inh HTS: -13.2; Cneo AK release: /; EWS-Fli inh: /; PGC1a acetyl inh: /; miR122 inh: /; LGR2 inh: -9.7

Going on with the list:
SMILES	CASP6 VEID inh	FN deposition inh	PAX8 inh HTS	Cneo AK release	EWS-Fli inh	PGC1a acetyl inh	miR122 inh	LGR2 inh
Cc1cc(=O)oc2cc(OCC(O)Cn3ccnc3)ccc12 (configuration not stated)	-0.3	6.9	-5.4	-0.4	12.4	12.9	4.7	19.7
Cc1ccc(N(CC(=O)N/N=C/c2cccc(Br)c2)S(C)(=O)=O)cc1	5.2	11.7	16.8	-0.5	-22.4	-4.6	-6.3	-8.4
CCOc1ccc(CCNC(=O)C2CC(=O)N(CCc3ccc(OC)c(OC)c3)C2)cc1OCC (configuration not stated)	-3.0	/	4.2	1.1	-1.1	/	/	0.8
COc1ccc(C(CNC(=O)c2cccc(N(C)C)c2)N2CCCC2)cc1 (configuration not stated)	/	0.2	-8.2	-0.3	/	?	-1.5	/
C[C@@H]1CCCCO[C@@H](CN(C)C(=O)C2CCCCC2)[C@@H](C)CN([C@@H](C)CO)C(=O)c2cc(NC(=O)NC3CCCCC3)ccc2O1	6.0	-2.6	-32.2	-0.1	-1.0	0.5	-3.4[16.7 µM]	3.4
NC(=O)[C@H]1CC2(CC(c3cccc(NC(=O)CC(c4ccccc4)c4ccccc4)c3)=NO2)CN1C(=O)CC(c1ccccc1)c1ccccc1 (some centres not stated)	0.0	-7.4	51.7	-1.0	2.8	-23.6	-3.4	16.6
CCOc1ccc(NC(=O)C/C(C)=N/NC(=O)Cc2ccc(Cl)cc2)cc1	/	0.3	-16.9	0.6	-3.0	/	/	-34.2
COc1cccc(CN(C)[C@H]2C[C@H]3c4[nH]c5ccccc5c4CCN3C[C@H]2[C@H](C)O)c1OC	-4.8	4.8	-4.0	/	4.1	/	/	0.5
CSc1ccc(CN2C(=O)C(C)Oc3c(C(C)=O)cccc32)cc1 (configuration not stated)	1.7	-2.9	2.8	2.8	9.0	-3.9	3.0	10.5
CC1Cc2ccccc2N1C(=O)COC(=O)c1ccc(Cl)c(S(=O)(=O)N2CCOCC2)c1 (configuration not stated)	-0.9	-2.6	8.6	-2.7	6.2	/	/	-5.1
COc1ccc(CCNC(=O)CN(C)S(=O)(=O)c2ccc(OC)cc2)cc1	-1.3	6.0	13.1	-6.2	-6.8	3.5	-5.2	14.8
COCCNC(=O)CN(C)S(=O)(=O)c1ccc2c(c1)OCCO2	/	0.2	-30.0	0.8	/	5.3	-1.7	/
O=C(C[C@H]1C=C[C@@H](NC(=O)Cc2ccccn2)[C@@H](CO)O1)NCCCN1CCOCC1	-2.1	5.5	-1.8	-3.5	0.0	11.6	/	7.3
O=C(c1ccc(-c2ccccc2)c(F)c1)C1CCCN(C(=O)c2cncs2)C1 (configuration not stated)	0.6	-11.2	13.4	-11.1	11.1	-3.7	14.6	5.3
CSC1=NCCN1CCOc1ccccc1	-4.4	20.6	-0.1	/	-123.8	6.4	-3.4	9.1
O=C(CCc1nnc(CCCc2ccccc2)o1)N1CCCCCC1	-0.5	2.2	-62.8	0.9	-56.2	-1.3	-1.6	-47.4
Cn1c(=O)c2c(nc(OC3CCCCCC3)n2C)n(C)c1=O	-2.4	-7.4	-14.8	-1.8	8.8	9.5	/	12.5
CCCCn1c(N)c(N(CC(C)C)C(=O)c2cccc(OCc3ccccc3)c2)c(=O)[nH]c1=O	2.5	-0.8	0.1	-1.6	-1.9	-16.4	2.6	-2.6
O=C(NCCc1ccccc1)C1CCC(CNS(=O)(=O)c2cccc3cccnc23)CC1 (configuration not stated)	1.4	3.9	-6.3	1.1	-7.9	1.0	9.1	4.5
COc1ccccc1C1CC(=O)n2c(nc(-c3ccccc3)c2-c2ccccc2)S1 (configuration not stated)	-3.8	2.4	-4.0	/	-28.4	/	/	-4.4
O=C(C[C@@H]1CC[C@H]2[C@@H](COC[C@H](O)CN2C(=O)c2ccc(F)cc2)O1)Nc1ccc(-c2ccccc2)cc1	-2.8	1.5	21.7	-0.2	-1.2	0.1	6.5[16.7 µM]	2.1
Cn1c(Cn2c(=O)sc3ccccc32)nnc1SCC(=O)Nc1ccc(Cl)cc1	0.2	-0.3	-1.6	0.0	5.8	-10.0	-1.9	-3.0
COc1ccc(C#Cc2ccc([C@@H]3[C@H](CO)N4CCCCN(C(=O)Nc5ccc(F)cc5)C[C@@H]34)cc2)cc1	0.3	/	107.2*	0.1	/	-70.5	-17.9[16.7 µM]	-9.8
CC(C)C[C@@H]1CN=C(N)N1C[C@@H]1CCCN1C[C@@H](C(C)C)N1C[C@@H](Cc2ccccc2)N(CCc2ccc(Cl)c(Cl)c2)C1=N	9.6	-0.1	11.9	3.1	3.6	3.4	-5.5	9.5
Nc1c(C(=O)OCC(=O)NCc2ccccc2)[nH]c(=O)[nH]c1=O	-1.5	-8.3	1.1	-1.8	5.5	2.3	1.5	-1.9
COCCN(C(=O)c1cc2c(s1)CCCCC2)c1c(N)n(Cc2ccccc2)c(=O)[nH]c1=O	3.5	-1.1	14.4	6.8	-0.6	3.2	1.1	1.0
COC(=O)[C@@]12CCCCN1[C@H](c1ccc(-c3ccccc3)c(OC)c1)[C@H]1C(=O)N(C)C(=O)[C@H]12	4.2	8.3	6.3	-1.4	-15.0	7.4	-3.5	/
CC(=O)N1N=C(c2ccco2)CC1c1cc2cc(C)ccc2nc1Cl (configuration not stated)	0.7	-9.9	-2.7	-4.3	6.4	-6.8	-2.6	-1.4
COc1cccc(CNC(=S)Nc2cc(C)ccc2C)c1	2.6	17.8	-4.9	4.5	-9.2	14.7	13.2	-11.2
CC(NC(=O)c1ccncc1)C(c1cccs1)N1CCOCC1 (configuration not stated)	4.2	/	/	-2.0	2.3	-0.4	2.5	3.3
CC(=O)Nc1ccc(-c2csc(Nc3cc(C)ccn3)n2)cc1	-0.5	-0.5	-101.4	-1.0	-28.7	7.3	0.0	-15.5
O=C(C[C@@H]1CC[C@H]2[C@@H](COC[C@@H](O)CN2CC2CCCC2)O1)NCC1CC1	0.7	-21.4	/	/	35.5	-5.1	/	11.9
Cc1ccc(S(=O)(=O)N(C)CC(=O)N/N=C/c2ccc(C)o2)cc1	-2.1	-16.7	6.4	-1.5	0.5	-5.6	-9.9	-10.9
CC1CCN(C(=O)CSc2nnc(CNC(=O)c3ccc(S(=O)(=O)N(C)C)cc3)o2)CC1	-2.9	-7.1	/	0.2	12.2	/	-6.1	-27.3
